# BoNT F protease: inhibitors of Botulinum neurotoxin F light chain protease | Multiplex microsphere protease cleavage assay, flow cytometry | inhibition, % at 10 µM | 360,000 compounds, 0.22% hits; in the data active = inhibition above about 35%, passing the limit was not always enough; inconclusive = no clear call, values can overlap the other calls; note: plate controls were buffer without enzyme for full effect and enzyme alone for no effect
# Mtb FBA inh: inhibits M. tuberculosis FBA enzyme; inhibition, % at 1 µM; purified M. tuberculosis FBA, fluorescence read-out; 360,000 compounds, 2.3% hits; P9WQA3; AID 588726; in the data active = inhibition above about 27%;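 note: 0% = vehicle and 100% = reference inhibitor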
# Target sequence (P9WQA3 whole entry, looked up): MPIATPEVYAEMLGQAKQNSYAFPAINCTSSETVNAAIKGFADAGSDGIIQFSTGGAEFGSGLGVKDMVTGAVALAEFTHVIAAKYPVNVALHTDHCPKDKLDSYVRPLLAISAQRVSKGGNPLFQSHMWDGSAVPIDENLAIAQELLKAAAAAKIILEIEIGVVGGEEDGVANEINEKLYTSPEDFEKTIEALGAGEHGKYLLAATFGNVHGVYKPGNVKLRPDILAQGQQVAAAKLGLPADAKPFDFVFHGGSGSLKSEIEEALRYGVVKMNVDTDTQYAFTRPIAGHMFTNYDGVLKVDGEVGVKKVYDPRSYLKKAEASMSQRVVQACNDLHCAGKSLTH
# Mtb BioA inh: BioA (M. tuberculosis) enzyme inhibition; purified M. tuberculosis BioA enzyme, plate reader; inhibition, % at 9.99 µM; 360,000 compounds, 0.096% hits; AID 602481; in the data active = inhibition above about 40%; inconclusive = no clear call, values can overlap the other calls
# CCHFV vOTU inh: blocks the CCHF virus ovarian tumor domain protease; CCHFV vOTU protease, Pep-AMC fluorescence; inhibition, % at 11.5 µM; 370,000 compounds, 0.55% hits; AID 651958; note: 0% = vehicle wells with enzyme and 100% = no enzyme wells
# FadD28 binding: inhibitors of Mycobacterium tuberculosis FadD28 bisubstrate binding. FadD28 bisubstrate probe binding, fluorescence polarization. inhibition, % at 12.5 µM. 360,000 compounds, 0.22% hits. AID 588549; in the data active = inhibition above about 8.5%, passing the limit was not always enough; inconclusive = no clear call, values can overlap the other calls
# Rv3671c protease: Rv3671c (M. tuberculosis) protease inhibition; inhibition, % at 5.96 µM; 320,000 compounds, 0.048% hits; in the data active = inhibition above about 38%;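 note: extracellular domain of Rv3671c used as enzyme; 0% = enzyme with DMSO and 100% = no enzyme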
# VHR inh abs: inhibitors of human VHR1 phosphatase (DUSP3). P51452. recombinant VHR phosphatase, pNPP absorbance. inhibition, % at 13.3 µM. 290,000 compounds, 0.52% hits. AID 1654; in the data active = inhibition above about 50%; note: some compounds called inactive have numbers as strong as hits
# Target sequence (P51452 whole entry, looked up): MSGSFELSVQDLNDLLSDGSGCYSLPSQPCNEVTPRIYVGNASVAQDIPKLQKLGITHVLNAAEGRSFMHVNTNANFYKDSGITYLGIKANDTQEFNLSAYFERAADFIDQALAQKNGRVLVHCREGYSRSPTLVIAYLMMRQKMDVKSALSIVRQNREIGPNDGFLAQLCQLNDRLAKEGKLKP
# Mtb UGM inh: blocks M. tuberculosis UGM enzyme; AID 504406; purified UGM, fluorescence polarization probe displacement; P9WIQ1; inhibition, % at 10 µM; 320,000 compounds, 0.06% hits; in the data active = inhibition above about 10%, passing the limit was not always enough; inconclusive = no clear call, values can overlap the other calls
# Target sequence (P9WIQ1 whole entry, looked up): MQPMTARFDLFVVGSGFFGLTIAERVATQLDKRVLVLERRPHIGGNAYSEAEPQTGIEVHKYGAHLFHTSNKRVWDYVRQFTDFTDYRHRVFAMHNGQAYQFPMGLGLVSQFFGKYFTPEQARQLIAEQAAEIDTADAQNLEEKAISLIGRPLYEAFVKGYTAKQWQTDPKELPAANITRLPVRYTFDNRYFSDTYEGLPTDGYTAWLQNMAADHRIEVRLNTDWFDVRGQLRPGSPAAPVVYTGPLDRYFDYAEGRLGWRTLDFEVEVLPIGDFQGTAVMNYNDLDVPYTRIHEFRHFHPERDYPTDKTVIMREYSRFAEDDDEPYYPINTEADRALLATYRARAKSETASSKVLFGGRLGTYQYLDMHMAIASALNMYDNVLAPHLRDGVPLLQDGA
# GDH-TPI inh: GDH-TPI coupled enzyme inhibition counter-screen; GDH-TPI coupled enzyme counterscreen, NADH absorbance; inhibition, % at 4.8 µM; 360,000 compounds, 1.2% hits;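 note: 0% = DMSO wells and 100% = wells lacking the enzyme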
# MazF activator: increases E. coli MazEF RNase cleavage of RNA. 350,000 compounds, 0.32% hits. FAM/BHQ RNA-DNA oligo cleavage fluorescence, 5 h. AID 504720. activation, % at 20 µM. P0AE70; in the data active = activation above about 50%
# Target sequence (P0AE70 whole entry, looked up): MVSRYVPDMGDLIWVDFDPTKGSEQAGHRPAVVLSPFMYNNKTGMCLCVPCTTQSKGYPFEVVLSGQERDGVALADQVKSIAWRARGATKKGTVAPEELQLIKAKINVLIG
# An asterisk follows results filed as active; ? = inconclusive; . = no result given; + = active, no number. Cut-off read from the data, not from the text of the source, unless noted: active = inhibition above about 30%; inactive = the rest.
# Start of the listing, in advance:
No.	Compound	BoNT F protease	Mtb FBA inh	Mtb BioA inh	CCHFV vOTU inh	FadD28 binding	Rv3671c protease	VHR inh abs	Mtb UGM inh	GDH-TPI inh	MazF activator
1	O=C1/C(=C/c2cccnc2)N=C2CCCCCN12	5	4	.	12	-0.7	4	-2	-5.0	23	-10
2	O=C(O)COc1c(Cl)cc(/C=C2/NC(=O)NC2=O)cc1Br	8	2	.	2	0.3	-7	1	-0.2	19	8
3	COc1cccc(Nc2nc3ccccc3nc2-n2nc(C)cc2C)c1	-2	2	-0.4	-8	-0.8	-10	34	-3.3	3	-2
4	Cc1cc(N2C(=O)C3C4CC(c5ccccc5)C(C4)C3C2=O)no1 (stereo not drawn)	-7	2	-0.8	-15	0.1	-1	38	1.1	0	1
5	Cc1c(Cl)cccc1-n1c(-c2cccnc2)n[nH]c1=S	0	3	.	2	-2.0	6	-6	-4.1	-4	4
6	Cc1sc2nc(SCC(=O)N3CCOCC3)[nH]c(=O)c2c1C	-2	-1	0.8	8	-1.1	-5	-5	-0.7	5	5
7	Cc1cc(C)c(Nc2n[nH]c(=S)s2)cc1C	-1	-1	-2.4	-5	-3.3	.	.	.	0	4
8	Cc1ccccc1NC(=O)COc1coc(CN2CCN(Cc3ccccc3)CC2)cc1=O	1	5	0.9	11	1.1	-3	.	2.4	4	-4
9	CCOC(=O)C1=C(CSc2nc3c(cc2C#N)CN(C)CC3)OC(N)=C(C#N)C1c1ccccc1 (stereo not drawn)	-6	6	-2.0	2	0.4	-7	29	2.0	12	-2
10	CCn1cc(CNC(=O)C2CCC(=O)N(C3CCCCCC3)C2)cn1 (stereo not drawn)	8	-1	-1.6	2	-2.8	3	4	1.5	-3	1
11	Cc1cc2ncn(-c3nnnn3-c3ccccc3)c2cc1C	-8	-3	.	-14	-2.0	0	-17	0.7	5	4

# The whole of this part (from the top)
No.	Compound	BoNT F protease	Mtb FBA inh	Mtb BioA inh	CCHFV vOTU inh	FadD28 binding	Rv3671c protease	VHR inh abs	Mtb UGM inh	GDH-TPI inh	MazF activator
1	O=C1/C(=C/c2cccnc2)N=C2CCCCCN12	5	4	.	12	-0.7	4	-2	-5.0	23	-10
2	O=C(O)COc1c(Cl)cc(/C=C2/NC(=O)NC2=O)cc1Br	8	2	.	2	0.3	-7	1	-0.2	19	8
3	COc1cccc(Nc2nc3ccccc3nc2-n2nc(C)cc2C)c1	-2	2	-0.4	-8	-0.8	-10	34	-3.3	3	-2
4	Cc1cc(N2C(=O)C3C4CC(c5ccccc5)C(C4)C3C2=O)no1 (stereo not drawn)	-7	2	-0.8	-15	0.1	-1	38	1.1	0	1
5	Cc1c(Cl)cccc1-n1c(-c2cccnc2)n[nH]c1=S	0	3	.	2	-2.0	6	-6	-4.1	-4	4
6	Cc1sc2nc(SCC(=O)N3CCOCC3)[nH]c(=O)c2c1C	-2	-1	0.8	8	-1.1	-5	-5	-0.7	5	5
7	Cc1cc(C)c(Nc2n[nH]c(=S)s2)cc1C	-1	-1	-2.4	-5	-3.3	.	.	.	0	4
8	Cc1ccccc1NC(=O)COc1coc(CN2CCN(Cc3ccccc3)CC2)cc1=O	1	5	0.9	11	1.1	-3	.	2.4	4	-4
9	CCOC(=O)C1=C(CSc2nc3c(cc2C#N)CN(C)CC3)OC(N)=C(C#N)C1c1ccccc1 (stereo not drawn)	-6	6	-2.0	2	0.4	-7	29	2.0	12	-2
10	CCn1cc(CNC(=O)C2CCC(=O)N(C3CCCCCC3)C2)cn1 (stereo not drawn)	8	-1	-1.6	2	-2.8	3	4	1.5	-3	1
11	Cc1cc2ncn(-c3nnnn3-c3ccccc3)c2cc1C	-8	-3	.	-14	-2.0	0	-17	0.7	5	4
12	CCCSc1nc2c(=O)[nH][nH]c(=O)c2n1Cc1ccccc1	1	-5	-0.8	6	0.6	-2	9	-1.9	-4	-2
13	C=CCn1c(SCC(=O)Nc2cccc(OC)c2)nnc1-c1cccnc1	0	6	3.3	2	1.2	5	15	-0.2	2	-2
14	NC(=O)c1cc(NC(=O)CCNS(=O)(=O)c2cccc(C(F)(F)F)c2)cc(C(N)=O)c1	-1	1	6.8	-1	-2.9	2	19	-1.2	-6	3
15	CC(C)NS(=O)(=O)c1ccc(OCC(=O)NC(C)c2ccccc2)cc1 (stereo not drawn)	-8	5	0.9	14	0.3	0	30	1.8	-4	4
16	O=C1[C@H](Cc2ccccc2)NCC=CC[C@@H](c2ccc(Cl)cc2)N1Cc1ccc(Cl)cc1	-7	2	-1.6	4	-8.1	.	.	.	-2	-2
17	Cn1c(=O)c2ncn(CC(=O)Nc3nc(-c4ccc(Cl)cc4)cs3)c2n(C)c1=O	-4	4	.	-10	-1.5	1	10	-1.2	-3	-21
18	Cc1cc(=O)oc2cc(OCC(=O)OCc3nnc(-c4ccccc4)o3)ccc12	-159	23	-1.6	-2	-0.4	-1	42	0.5	15	-6
19	COCCNC(=O)C12CC3CC(CC(Cl)(C3)C1)C2	-2	2	-0.7	18	-0.6	-5	-13	2.8	6	-14
20	O=C(NCC1CCCN1S(=O)(=O)c1cccs1)c1cccc([N+](=O)[O-])c1 (stereo not drawn)	.	-3	1.3	1	-3.0	3	.	0.4	2	4
21	CCC1NC(=O)c2cc3ccccc3cc2-n2c1nc1cc(C)cc(C)c1c2=O (stereo not drawn)	2	4	-1.4	-4	-1.4	.	.	.	15	-8
22	O=C(O)CCn1cc(C=C2C(=O)NC(=S)NC2=O)c(-c2cccc(Br)c2)n1	1	-2	.	13	-5.8	1	4	1.3	-11	-9
23	CN(C(=O)c1cccc(NC(=O)Cc2ccc(NC(=O)C3CCN(C(=O)C4CC4)CC3)cc2)c1)C1CCCC1	-7	2	1.8	3	-0.4	.	.	.	-5	2
24	O=C(CSc1ncn[nH]1)c1ccccc1	2	2	0.9	-7	0.4	-1	28	-0.2	-3	-4
25	Cc1ccc2nc(SCC(=O)Nc3ccc4c(c3)OCCO4)nc(=O)n2c1	?	2	2.9	2	-1.2	0	.	0.8	19	9
26	Cc1nc(N2CCOCC2)[nH]c(=O)c1C(O)C(Cl)(Cl)Cl (stereo not drawn)	3	3	0.1	0	1.6	12	-12	0.8	-5	8
27	O=C(O)c1ccc([N+](=O)[O-])cc1Sc1ccsc1	0	-1	.	-4	-2.2	.	.	.	7	2
28	Cn1nnc(NC(=O)c2cccc(OCc3ccccc3)c2)n1	.	1	0.2	4	-4.8	3	-1	2.0	-1	-6
29	Cn1nc(C(=O)Nc2c(-c3ccccc3)nc3sccn23)c2ccccc2c1=O	-34	-4	.	-10	-0.8	-7	5	-1.6	-2	3
30	COc1ccccc1N1CCN(C(=O)C2CCN(S(=O)(=O)c3ccc(Cl)cc3)CC2)CC1	-6	0	-1.2	-8	-0.1	-3	34	-0.4	17	1
31	COc1ccc(NC(=O)CSc2nnc3ccc(-c4ccccn4)nn23)c(OC)c1	.	0	-0.8	11	-1.0	-2	.	1.1	3	0
32	CCOC(=O)c1nn(-c2ccc(OCC)cc2)c(C)c1C(C)=O	-5	1	.	10	-5.2	2	-8	1.6	-9	-3
33	O=C1C2CC=CCC2C(=O)N1c1nc2n(n1)C(c1ccccc1)CC(c1ccccc1)N2 (stereo not drawn)	-5	0	3.8	7	-3.5	2	36	-3.9	-2	2
34	Cc1nc(-c2ccccc2)nn1-c1ccc([N+](=O)[O-])cc1	?	2	-0.2	-5	-1.6	9	.	0.0	9	7
35	CCCCCC(O)(CCCCC)C(=O)NNc1ccccc1	2	0	0.8	15	-1.7	0	29	0.1	3	-1
36	COc1cccc(C(C(=O)NC(C)(C)C)N(C(=O)CCC(=O)Nc2cc(C)on2)C(C)(C)C)c1OC (stereo not drawn)	5	1	-4.2	8	-0.6	-6	-5	-0.9	-1	2
37	Cc1[nH]nc2nc(SCC(=O)NC3CCCCC3)n(-c3ccc(Br)cc3)c(=N)c12	-3	1	1.0	11	-0.5	-2	2	-0.7	17	49
38	O=C(O)CCn1cc(C2CC(c3ccccc3)=NN2c2ccccc2)c(-c2ccccc2)n1 (stereo not drawn)	-1	+	3.5	-37	0.5	18	2	-5.3	9	-2
39	Nc1nc2ccc(C(=O)NCCOC(=O)C3CCCCC3)cc2s1	-5	-3	.	0	-1.9	2	22	0.0	10	-10
40	CC(=O)/C(=N/Nc1ccc(Br)cc1)N1CCCc2ccccc21	?	-3	.	9	-3.7	2	-5	0.7	9	6
41	Cc1ccc2c(CN3CCC(C)CC3)cc(=O)oc2c1C	-28	3	-2.5	1	0.6	.	53*	-3.0	-9	0
42	NCCN1CCN(S(=O)(=O)c2ccc([N+](=O)[O-])cc2)C=C1c1ccc(Cl)cc1	-30	1	0.5	0	-8.3	-1	.	0.1	7	13
43	CN(/N=C/c1ccc2c(c1)OCO2)c1nc(N2CCOCC2)nc(N2CCOCC2)n1	-4	-2	.	-14	-0.9	3	12	-0.7	18	0
44	Cc1cc(NC2=CC(=O)C(=O)c3ccccc32)no1	7	-3	.	81*	1.5	.	.	.	7	8
45	O=C(NC1CCCCC1)C(c1ccccc1F)N(Cc1ccco1)C(=O)Cn1nnc2ccccc21 (stereo not drawn)	-9	-3	-1.9	1	1.5	-5	5	0.2	-3	1
46	Cc1ccsc1C(=O)N1CCN(c2ccccn2)CC1	.	1	0.9	-8	0.7	6	26	4.6	3	7
47	Cc1ncc(CSc2ccc(Cl)cc2)c(CO)c1O	2	3	-0.7	15	-1.3	2	10	0.9	12	2
48	CCOC(=O)C(C)Sc1nc2c(c(-c3cccs3)c1C#N)CCC2 (stereo not drawn)	-2	4	.	11	-3.0	0	-8	-1.5	8	-25
49	O=C(/C(=N/O)c1ccccc1)c1ccccc1	-7	0	0.1	-6	0.0	.	.	.	1	-2
50	CSc1ccc(S(=O)(=O)N2CCCC2)cc1	-5	-1	.	-3	0.8	1	-44	-0.4	7	4
51	CCC(=O)N1c2ccc(S(=O)(=O)NCCc3ccc(C)cc3)cc2CC1C (stereo not drawn)	-3	4	-0.7	16	-0.4	-9	64	2.1	1	1
52	NC(=O)c1nsc(C(=O)N(c2ccccc2)C(C(=O)NCC2CCCO2)c2ccc3ncccc3c2)c1N (stereo not drawn)	4	20	-1.8	-11	-3.0	-10	44	-0.5	5	7
53	Cc1cc(C)nc(N2CCC(C(=O)NC3CCCCCC3)CC2)n1	-3	6	-5.1	16	-2.5	-2	.	-1.2	6	-6
54	COc1ccc(N2CCN(C(=O)CNC(=O)c3cccs3)CC2)cc1	-1	-1	2.2	0	0.1	8	8	1.6	5	7
55	CCOc1ccc(S(=O)(=O)N2CCC(C(=O)NC3CCCC3)CC2)cc1	-1	-1	0.0	3	-3.4	-5	11	-0.6	-2	5
56	C/C(=N\NC(=O)c1ccco1)c1cccc2ccccc12	21	0	.	-9	.	-5	6	-0.4	2	3

# Following part:
No.	Compound	BoNT F protease	Mtb FBA inh	Mtb BioA inh	CCHFV vOTU inh	FadD28 binding	Rv3671c protease	VHR inh abs	Mtb UGM inh	GDH-TPI inh	MazF activator
57	CC12CCC(=O)N1C(C(=O)Nc1nc(-c3cc(F)ccc3F)cs1)CS2 (stereo not drawn)	10	-1	.	6	-3.6	-2	.	3.8	2	3
58	COc1ccc(OC)c(N/C(C)=C/C(=O)c2ccccc2)c1	-8	3	.	6	0.5	-12	0	0.4	11	-5
59	CNc1ccccc1C(C)(C)c1cc(-c2cccc(OC)c2)no1	-14	1	.	-8	-2.8	-46	-9	-0.4	-10	-3
60	Cc1nn(-c2ccccc2)cc1C(=S)Nc1ccccc1	5	0	-0.4	-5	-4.3	-12	26	0.0	-1	0
61	Cc1c(C(=O)N(Cc2ccc(N(C)C)cc2)CC2CCCO2)oc2ccccc12 (stereo not drawn)	1	2	-4.1	20	-0.2	-3	9	-1.5	6	-5
